Screening data as filed in PubChem.
FN deposit inh: inhibitors of fibronectin matrix deposition, primary screen, AH1F cells, Alexa488-fibronectin fluorescence, plate reader; AH1F fibroblasts, overnight; inhibition, % at 12.6 µM; hit rate 0.086% among 350,000; AID 743247, 2014;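 active = mean inhibition across replicates of 30% or more, regardless of how many single replicates reach that level; inconclusive = mean under 30% yet at least half of replicates reach 30%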;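 also: positive control wells lacked labelled fibronectin entirely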
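Material – AH1F fibroblast monolayer, labelled fibronectin deposition · Reagent – labelled fibronectin 24 nM · Timing – 1 h adhesion, overnight exposure · Measured by – fluorescence at 485 nm excitation, 525 nm emission · Read-out – inhibition of fibronectin deposition signal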
PGC1a acetyl inh: inhibitors of PGC1a acetylation signal, primary screen, cell-based, U2OS, AlphaScreen, inhibitor mode; hit rate 0.17% among 350,000; AlphaScreen anti-acetyl-lysine; with virally co-expressed GCN5 acetyltransferase; inhibition, % at 15.6 µM;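 active = every replicate shows inhibition of at least 40%; inconclusive = mean inhibition at least 40% but some replicate below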;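 also: 0% = neutral control wells and 100% = positive control wells; some results beyond the cut were filed as inactive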
EWS-Fli inh: EWS/Fli-driven NR0B1 reporter inhibitors, primary screen, A673 cells, NR0B1 luciferase, luminescence, MLPCN library | viability-normalised | inhibition, % at 12.6 µM | hit rate 0.67% among 350,000;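 active = mean inhibition of at least 50% after viability correction, with every replicate also passing that limit; inconclusive = mean reaches 50% but only one of two replicates passes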;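 also: firefly luciferase signal divided by Alamar Blue viability fluorescence both relative to DMSO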
S100A4 inh HTS: inhibitors of S100A4-myosin IIA peptide binding, primary screen, biochemical, fluorescence polarization, TAMRA-MyoIIA peptide | inhibition, % at 10.7 µM | hit rate 0.14% among 360,000;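 active = mean inhibition of at least 70% across replicates, with every replicate also reaching that level; inconclusive = mean inhibition reaches 70% but some replicates fall short; inactive = mean inhibition below 70%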
Target sequence (P26447 whole entry, looked up): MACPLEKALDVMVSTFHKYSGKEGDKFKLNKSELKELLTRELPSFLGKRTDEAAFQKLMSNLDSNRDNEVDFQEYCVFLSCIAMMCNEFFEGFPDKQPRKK
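Material: S100A4 monomer (human). Medium: Calcium-containing HEPES buffer, pH 7.2. Probe or stimulus: labelled myosin peptide probe, 5 nM. Compound dosing: one concentration per compound. Timing: polarization read 5 min after assay mix addition, stable 5–60 min. Benchmarks: DMSO as neutral control, TFP as positive control.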
LGR2 inh: inhibitors of bursicon-induced LGR2 CRE-luciferase signal, primary screen, cell-based, HEK293, CRE-luciferase reporter, bursicon stimulation | inhibition, % at 9.99 µM | hit rate 0.35% among 380,000 | bursicon-stimulated, 4 h | Drosophila bursicon receptor LGR2 (rickets);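 active = drop in luminescence signal, shown as inhibition above about 50% in the replicate tests, limit read from the data, passing the limit was not always enough; inconclusive = probably only some replicates passing the limit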;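 also: agonist challenge used bursicon conditioned medium at about half maximal strength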
PglD inh: C. jejuni PglD acetyltransferase inhibitors, primary screen, biochemical, DTNB colorimetric, single point; hit rate 0.098% among 360,000; AID 602405, 2012; purified PglD enzyme, DTNB colorimetric CoA detection; UDP-N-acetylbacillosamine N-acetyltransferase PglD (Campylobacter jejuni); inhibition, % at 12.5 µM; in the data active = inhibition above about 16%, passing the limit was not always enough; inconclusive = no clear call, values can overlap the other calls; also: strong numbers were not always called active
PAX8 reporter: inhibitors of PAX8-driven TPO luciferase reporter, primary screen, RMG-I cells, single concentration; inhibition, % at 12.6 µM; hit rate 1.2% among 360,000; SteadyGlo, 24 h;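 active = mean replicate inhibition at least 60% with every replicate also reaching 60%; inconclusive = only one of the two criteria is met; inactive = mean below 60% and not all replicates reaching 60%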;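 also: luciferase light reporting Pax8 driven TPO promoter activity; plate controls were median of neutral control wells for no effect and mitoxantrone controls for full effect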
ERAP1 HTS inh: human ERAP1 aminopeptidase inhibitors, primary screen, biochemical, single point, plate reader. Endoplasmic reticulum aminopeptidase 1 (Homo sapiens), Q9NZ08. recombinant ERAP1, Leu-AMC fluorescence, 60 min. inhibition, % at 10.7 µM. hit rate 0.15% among 340,000;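 active = mean replicate inhibition of at least 30%, or all replicates individually reaching that 30% level; inactive = mean below 30% and not every replicate reaching it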;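 also: 0% = neutral control wells and 100% = L-leucinethiol positive control wells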
Target sequence (Q9NZ08 whole entry, looked up): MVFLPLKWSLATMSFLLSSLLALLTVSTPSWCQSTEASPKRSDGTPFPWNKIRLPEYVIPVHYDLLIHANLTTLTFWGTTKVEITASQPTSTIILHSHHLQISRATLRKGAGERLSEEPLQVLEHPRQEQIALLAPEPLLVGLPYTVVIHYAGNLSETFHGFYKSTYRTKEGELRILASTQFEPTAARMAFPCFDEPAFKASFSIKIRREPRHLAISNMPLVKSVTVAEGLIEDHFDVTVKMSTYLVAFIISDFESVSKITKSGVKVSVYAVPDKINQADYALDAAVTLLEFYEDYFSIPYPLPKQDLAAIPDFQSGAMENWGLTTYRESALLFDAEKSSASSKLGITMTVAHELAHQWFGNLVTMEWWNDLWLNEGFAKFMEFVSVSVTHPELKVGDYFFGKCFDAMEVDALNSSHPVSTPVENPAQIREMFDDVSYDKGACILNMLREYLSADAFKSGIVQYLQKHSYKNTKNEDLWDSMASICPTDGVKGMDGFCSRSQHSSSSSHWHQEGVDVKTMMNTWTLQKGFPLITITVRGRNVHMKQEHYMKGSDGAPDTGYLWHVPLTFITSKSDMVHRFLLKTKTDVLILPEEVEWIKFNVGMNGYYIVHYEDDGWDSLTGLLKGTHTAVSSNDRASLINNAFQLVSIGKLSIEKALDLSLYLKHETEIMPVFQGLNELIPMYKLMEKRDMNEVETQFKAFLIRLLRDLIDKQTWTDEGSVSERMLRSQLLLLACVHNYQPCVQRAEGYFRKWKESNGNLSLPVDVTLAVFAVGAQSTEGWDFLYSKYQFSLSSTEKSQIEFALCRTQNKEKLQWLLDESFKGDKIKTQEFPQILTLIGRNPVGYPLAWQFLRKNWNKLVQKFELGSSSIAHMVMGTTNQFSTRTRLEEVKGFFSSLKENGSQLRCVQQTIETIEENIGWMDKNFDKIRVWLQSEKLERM
An asterisk follows results filed as active; ? = inconclusive; nt = not tested or not shown; & = joins results of further samples.

#	molecule	FN deposit inh	PGC1a acetyl inh	EWS-Fli inh	S100A4 inh HTS
1	COc1ccc(NC(=O)CSc2nnc(-c3cccnc3)n2C)cc1	-6	2	3	-1
2	CC(=O)c1cccc(NC(=O)N2CCCC2C(=O)NC2CCCC2)c1 (stereo unspecified)	3	nt	3	-1
3	CNC(=O)NC(=O)Cn1nc2n(c1=O)-c1ccccc1SC2	-1	nt	-7	-1
4	CC(C)NC(=O)NCC[C@H]1CC[C@@H](NS(=O)(=O)c2ccc(-c3ccccc3)cc2)[C@@H](CO)O1	nt	0	-3	-13
5	CN(C)S(=O)(=O)c1cc(NC(=O)CNCc2ccccc2)ccc1Cl	-20	-1	nt	0
6	C/C(=N/N1CCN(Cc2cccc3ccccc23)CC1)c1ccco1	-3	nt	-13	1
7	Cc1ccc(-c2nc3ccccn3c2C=O)cc1	-5	nt	-62	-2
8	O=c1[nH][nH]c2c1[C@H](CCc1cccc(Cl)c1)O[C@H](CCc1ccccc1)C2	12	nt	2	1
9	O=c1cc(CN2CCN(c3ccc(F)cc3)CC2)c2cc3c(cc2o1)CCCC3	-10	3	nt	nt
10	COC(=O)c1c(NC(=O)Cc2ccccc2)sc(C)c1C	nt	nt	nt	-1
11	Cc1nn(C)c(C)c1/C=C(\C#N)C(N)=O	3	nt	-6	-1
12	COC(=O)c1ccc(NC(=S)NCCCn2ccnc2)cc1	nt	nt	11	7

#	LGR2 inh	PglD inh	PAX8 reporter	ERAP1 HTS inh
1	-2	-2	12	-1
2	5	-2	2	-2
3	13	nt	-13	2
4	-22	2	10	-2
5	-17	-6	-26	-3
6	-15	nt	-21	-1
7	-62	nt	-98	2
8	-32	nt	-7	0
9	9	3	nt	nt
10	-18	-4	nt	0
11	6	nt	-5	0
12	20	6	9	-2

Next records follow:
#	molecule	FN deposit inh	PGC1a acetyl inh	EWS-Fli inh	S100A4 inh HTS
13	O=C(Cc1ccccc1[N+](=O)[O-])OCC(=O)c1c[nH]c2ccccc12	0	nt	-3	-10
14	CCOc1ccc(C2C(C(=O)c3ccco3)=C(O)C(=O)N2CCCn2ccnc2)cc1 (stereo unspecified)	1	3	nt	nt
15	NC(=O)C1CCCN1Cc1ccc2c(c1)OCO2 (stereo unspecified)	-3	nt	-17	0
16	COc1ccc(Cn2cc(CN3[C@@H](c4ccccc4)COc4cc(Br)ccc4S3(=O)=O)nn2)cc1	5	nt	10	0
17	COc1ccc(OCc2cc(C(=O)N(C)Cc3nccn3C)no2)c2ccccc12	1	-6	-1	-9
18	COc1cc(OC)cc(C(=O)NCC2CCCN(Cc3cccc(C(C)=O)c3)C2)c1 (stereo unspecified)	3	-5	5	2
19	Cc1cc(=O)[nH]c2c(C)cc(S(=O)(=O)NCc3ccccc3)cc12	5	nt	12	1
20	COc1ccc(CN(C)CC(=O)NC(C)c2ccccc2)c(OC)c1 (stereo unspecified)	nt	-5	-7	-4
21	O=C(Oc1ccccc1C(=O)Oc1ccccc1)c1cccnc1	3	nt	-5	0
22	O=C(OCC(=O)N1CCCCCC1)c1n[nH]c(=O)c2ccccc12	-3	13	nt	nt
23	Clc1ccc2c(c1)-c1[nH]ncc1CS2	6	nt	3	1
24	CCC1CCCCN1S(=O)(=O)c1ccccc1[N+](=O)[O-] (stereo unspecified)	4	-15	5	-6

#	LGR2 inh	PglD inh	PAX8 reporter	ERAP1 HTS inh
13	-58	nt	-130	2
14	nt	0	-37	nt
15	-1	nt	nt	-2
16	14	nt	9	-5
17	6	-2	-9	1
18	-19	1	-23	-4
19	4	-3	21	1
20	2	-1	10	-2
21	nt	nt	-7	7
22	nt	-1	4	nt
23	15	nt	9	nt
24	35	1	15	-2

The list continues:
#	molecule	FN deposit inh	PGC1a acetyl inh	EWS-Fli inh	S100A4 inh HTS
25	C[C@@H]1CN([C@@H](C)CO)C(=O)c2c(c3ccccc3n2C)-c2ccccc2CO[C@H]1CN(C)Cc1ccc(O)cc1	10	-8	-2	6
26	O=c1c(O)cccc2cc(O)c(O)c(O)c12	-1	11	-2	-4
27	CCCCCNc1nc2sc3c(c2c(=O)n1-c1cccc(Cl)c1)CCN(C)C3	-11	nt	12	-8
28	COc1cc(C(=O)Nc2ccncc2)c([N+](=O)[O-])cc1OC	-6	nt	10	-1
29	CC(C)CC(CO)N1CCN(C(=O)c2ccc(C(C)(C)C)cc2)CCC1=O (stereo unspecified)	8	-4	1	-1
30	C[C@H](CO)N1C[C@H](C)[C@H](CN(C)Cc2ccc(C(=O)Nc3ccccc3N)cc2)OCc2cnnn2CCCC1=O	-9	23	27	-1
31	COc1ccccc1-c1ccc([C@@H]2[C@H](CO)N(CC3CC3)C23CN(S(C)(=O)=O)C3)cc1	-8	-5	5	-22
32	OC[C@H]1N[C@@H](CNCC2CCC2)[C@@H]1c1ccc(C2=CCCC2)cc1	nt	-13	-2	nt
33	O=C(CC1CC1)N1CC(=O)N2[C@H](C1)[C@@H](c1ccc(/C=C/c3ccccc3)cc1)[C@@H]2CO	-1	-9	-10	-4
34	O=c1[nH]nc(-c2ccc[nH]2)[nH]1	-2	nt	2	-1
35	C=CCn1c2ccccc2c2nnc(SC(CC)C(=O)Nc3nc(C)c(C(=O)OCC)s3)nc21 (stereo unspecified)	5	3	nt	nt
36	O=C(O)c1ccccc1C(=O)NCc1ccc(F)cc1	-10	-7	nt	nt

#	LGR2 inh	PglD inh	PAX8 reporter	ERAP1 HTS inh
25	10	nt	7	3
26	12	2	41	4
27	-1	nt	16	nt
28	7	nt	-17	nt
29	-9	-1	6	-3
30	9	0	29	0
31	8	nt	-4	2
32	2	3	-19	nt
33	10	nt	nt	3
34	-8	nt	-11	-5
35	nt	-7	-5	nt
36	3	-3	nt	nt

Whole records, looked up by structure. Order of screens: FN deposit inh | PGC1a acetyl inh | EWS-Fli inh | S100A4 inh HTS | LGR2 inh | PglD inh | PAX8 reporter | ERAP1 HTS inh
Profile of `CC(C)CC(CO)N1CCN(C(=O)c2ccc(C(C)(C)C)cc2)CCC1=O` (stereo unspecified) : 8 | -4 | 1 | -1 | -9 | -1 | 6 | -3
Profile of `COc1ccccc1-c1ccc([C@@H]2[C@H](CO)N(CC3CC3)C23CN(S(C)(=O)=O)C3)cc1` : -8 | -5 | 5 | -22 | 8 | nt | -4 | 2
Profile of `OC[C@H]1N[C@@H](CNCC2CCC2)[C@@H]1c1ccc(C2=CCCC2)cc1` : nt | -13 | -2 | nt | 2 | 3 | -19 | nt
Profile of `O=C(CC1CC1)N1CC(=O)N2[C@H](C1)[C@@H](c1ccc(/C=C/c3ccccc3)cc1)[C@@H]2CO` : -1 | -9 | -10 | -4 | 10 | nt | nt | 3
Profile of `CCCCCNc1nc2sc3c(c2c(=O)n1-c1cccc(Cl)c1)CCN(C)C3` : -11 | nt | 12 | -8 | -1 | nt | 16 | nt

New compounds follow
#	molecule	FN deposit inh	PGC1a acetyl inh	EWS-Fli inh	S100A4 inh HTS
37	COc1ncnc(-c2ccccc2)c1-c1ccccc1	5	nt	16	-5
38	CCc1ccccc1NC(=O)CNC(=O)CCC(=O)c1cc(C)sc1C	-10	6	-2	-1
39	Cc1noc(C)c1NC(=O)Nc1ccc2c(c1)CC(=O)N([C@H](C)CO)C[C@H](C)[C@@H](CN(C)Cc1ccc(Cl)c(Cl)c1)O2	nt	-1	8	-2
40	Cc1c(NS(=O)(=O)c2cccc(C(=O)OCC(=O)N(C)C3CCCCC3)c2)c(=O)n(-c2ccccc2)n1C	0	0	-6	9
41	O=C1C(Cl)=C(O)C2(Cl)C(Cl)=C(Cl)C12Cl (stereo unspecified)	-2	-15	24	-5
42	COc1cccc2cc(C(=O)NCc3ccc(C)cc3)c(=N)oc12	nt	1	-12	0
43	CO[C@@H]1CN(C)C(=O)c2ccc(NC(=O)C3CC3)cc2OC[C@@H](C)N(Cc2ccccc2C(=O)O)C[C@H]1C	2	-3	-2	4
44	Cc1[nH]nc2c1C(c1cccs1)C1=C(CCCC1=O)N2 (stereo unspecified)	-14	nt	-7	-3
45	O=C(OCC(=O)N1CCCCCC1)c1ccc(S(=O)(=O)N2CCOCC2)cc1	6	nt	-1	-3
46	CO[C@H]1CN(C)C(=O)c2cc(NC(=O)NC3CCCCC3)ccc2OC[C@H](C)N(C(C)=O)C[C@H]1C	-11	9	-4	-17
47	COc1ccc(S(=O)(=O)Nc2ccc3c(c2)CC(=O)N([C@H](C)CO)C[C@@H](C)[C@@H](CN(C)Cc2ccc(C(F)(F)F)cc2)O3)cc1	-13	-13	4	-2
48	CCOC(=O)C(=CNc1ccc(C(F)(F)F)cc1Cl)C(=O)OCC	-2	nt	-37	3

#	LGR2 inh	PglD inh	PAX8 reporter	ERAP1 HTS inh
37	5	nt	7	-4
38	3	1	7	2
39	6	2	-25	0
40	-5	4	-1	-1
41	-5	-1	1	5
42	0	0	13	0
43	-1	3	-10	-2
44	18	nt	-11	2
45	5	nt	3	1
46	1	2	nt	-2
47	13	1	-8	-1
48	-13	nt	-37	nt

Carrying on.
#	molecule	FN deposit inh	PGC1a acetyl inh	EWS-Fli inh	S100A4 inh HTS
49	C[C@H](NC(=O)[C@H]1[C@H](CO)[C@H]2Cn3c(cccc3=O)[C@H]2N1Cc1ccncc1)c1ccccc1	nt	nt	5	8
50	O=C(CCN1CCCCC1)N[C@H]1CC[C@@H](CCn2cc(-c3ccc(F)cc3)nn2)O[C@H]1CO	nt	-1	?	9
51	CCCN(C)C[C@H]1OCCCC[C@@H](C)Oc2ccc(NC(=O)Nc3ccccc3)cc2C(=O)N([C@@H](C)CO)C[C@H]1C	10	-10	0	1
52	Cc1ccc(S(=O)(=O)N(C)C[C@H]2OCc3ccccc3-c3c(n(C)c4ccccc34)C(=O)N([C@H](C)CO)C[C@H]2C)cc1	-1	-16	9	2
53	CN1C(=O)c2cc(NC(=O)C3CCOCC3)ccc2OC[C@H]2O[C@H](CC(=O)O)CC[C@H]21	11	2	-4	1
54	CCOC(=O)c1ccc(NC(=O)CSc2nnc(Cn3c(=O)sc4ccccc43)n2C)cc1	3	10	-1	0
55	Cc1nn(CC(=O)N2CCN(S(=O)(=O)c3ccccc3)CC2)c(C)c1[N+](=O)[O-]	-5	0	-4	-2
56	Cc1cc(CN2CCCC(C(=O)Nc3cccc(-n4cccn4)c3)C2)cc(C)c1O (stereo unspecified)	5	1	21	-13
57	O=C(OCc1ccco1)c1cccnc1	18	nt	-3	-5
58	Cc1cccc(S(=O)(=O)N2[C@@H]3CNC[C@H]2C3c2ccc(-c3cccnc3)cc2)c1 (stereo partly specified)	10&1	-4&2	-2&-11	-9&-3
59	O=C(CNS(=O)(=O)N1CCOCC1)N/N=C/c1cccnc1	-1	-3	4	5

#	LGR2 inh	PglD inh	PAX8 reporter	ERAP1 HTS inh
49	4	-3	1	0
50	-18	-1	-7	-2
51	3	6	-3	-5
52	27	3	nt	1
53	-2	-1	-3	-3
54	0	4	-3	1
55	9	0	0	1
56	14	4	15	6
57	3	nt	-12	0
58	-6&-6	nt	-7&-13	2&4
59	-4	2	-9	-8
